Screens: PubChem, several laboratories
RTF Ca sens act – cardiac RTF calcium sensitization. P19429+P45379. IANBD-labeled TnC RTF fluorescence at EC20 calcium; 0% EC20 calcium, 100% full calcium. activation, % at 7.2 µM. 340,000 compounds, 0.24% hits;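 active = activation above the mean over all tested compounds plus 3 SD, cut at about 30% in these data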;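 also: rise in fluorescence read as greater calcium sensitivity of cardiac thin filaments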
PKA-R2B act – activators of human PKA-R2B complex; AID 504700; PKA-R2B holoenzyme dissociation, Cy5-IP20 fluorescence polarization; R2B truncated from residue 108, S112A mutant; 0% DMSO only, 100% 113 µM cGMP; 340,000 compounds, 0.079% hits; activation, % at 11.4 µM; P22694+P31323;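 active = activation above a cutoff set at the mean over all compounds plus 3 SD, cut at about 18% in these data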;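 also: higher means more holoenzyme dissociation and a rise in polarization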
SR-BI DiI-HDL act – SR-BI HDL lipid transfer activation; activation, % at 12.5 µM; CHO ldlA[mSR-BI] cells, DiI-HDL uptake fluorescence, 3 h; 100 = double the neutral-control signal; 320,000 compounds, 0.096% hits; AID 504775;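 active = mean replicate activation of at least 60% and every replicate at or above 60%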;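 also: 0% = median plate neutral-control signal and 100% = twice that signal; values of inactives mirror those of a sister screen read the other way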
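Test system: SR-BI-overexpressing, LDLR-lacking CHO cells; Also added: labelled HDL, 10 µg/mL; Measured by: bottom-read cell fluorescence after medium removal, ex 550/em 595 nm; Timing: 3 h uptake period with compound, 37 °C; Buffer or medium: F12, 0.5% BSA, 25 mM HEPES; Doses: single compound concentration, delivered by pin transfer.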
Rtt109 HAT inh – C. albicans Rtt109 histone acetyltransferase inhibition; Q5AAJ8; purified Rtt109/Vps75, ThioGlo CoA-SH fluorescence, 4 h; inhibition, % at 34.9 µM; 330,000 compounds, 0.16% hits;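 active = inhibition of at least 50% in every replicate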
Target sequence (Q5AAJ8 whole entry, looked up): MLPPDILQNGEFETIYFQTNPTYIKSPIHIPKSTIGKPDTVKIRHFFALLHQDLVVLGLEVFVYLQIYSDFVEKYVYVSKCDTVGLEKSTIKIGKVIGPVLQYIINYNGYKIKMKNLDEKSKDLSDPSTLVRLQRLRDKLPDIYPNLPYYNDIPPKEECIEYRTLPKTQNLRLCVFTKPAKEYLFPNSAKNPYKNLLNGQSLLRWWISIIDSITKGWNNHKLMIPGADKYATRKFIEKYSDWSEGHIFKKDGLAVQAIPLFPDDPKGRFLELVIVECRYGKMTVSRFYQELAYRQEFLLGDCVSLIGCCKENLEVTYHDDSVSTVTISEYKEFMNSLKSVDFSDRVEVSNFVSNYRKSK
DAGLB inhibitor – blocks human DAGLB lipase activity; HEK293T DAGLB membrane lysate, EnzChek fluorogenic substrate; inhibition, % at 5.17 µM; 340,000 compounds, 0.059% hits; AID 504411; in the data active = inhibition above about 34%;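 also: 0% = enzyme with vehicle and 100% = wells lacking enzyme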
Target sequence (Q8NCG7 whole entry, looked up): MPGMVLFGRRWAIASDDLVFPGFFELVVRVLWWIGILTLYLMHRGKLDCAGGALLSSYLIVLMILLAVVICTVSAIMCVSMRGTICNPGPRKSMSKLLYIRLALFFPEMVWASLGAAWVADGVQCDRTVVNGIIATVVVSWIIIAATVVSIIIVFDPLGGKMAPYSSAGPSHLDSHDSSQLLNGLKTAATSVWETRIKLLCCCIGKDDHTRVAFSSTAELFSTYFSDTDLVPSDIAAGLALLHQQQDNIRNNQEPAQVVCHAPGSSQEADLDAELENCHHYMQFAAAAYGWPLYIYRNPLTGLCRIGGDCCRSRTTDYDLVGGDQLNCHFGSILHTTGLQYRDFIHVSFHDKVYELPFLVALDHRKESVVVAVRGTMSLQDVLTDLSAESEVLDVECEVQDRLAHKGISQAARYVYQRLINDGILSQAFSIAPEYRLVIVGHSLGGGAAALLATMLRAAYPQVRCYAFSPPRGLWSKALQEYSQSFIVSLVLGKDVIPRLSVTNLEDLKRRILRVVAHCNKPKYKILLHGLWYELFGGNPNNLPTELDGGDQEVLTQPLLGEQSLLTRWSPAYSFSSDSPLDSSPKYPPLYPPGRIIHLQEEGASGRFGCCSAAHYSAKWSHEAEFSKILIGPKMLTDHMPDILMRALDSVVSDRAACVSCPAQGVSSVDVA
Keap1 Nrf2 FP – Keap1-Nrf2 (human) interaction inhibition. AID 504523. 340,000 compounds, 0.15% hits. Keap1 Kelch-Nrf2 peptide fluorescence polarization, 1536-well. Q14145. inhibition, % at 9.4 µM; in the data active = inhibition above about 12%;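 also: human Keap1 Kelch domain with fluorescein labeled Nrf2 9mer peptide probe; 0% = neutral control wells and 100% = peptide positive control; higher means more block of Keap1 binding to Nrf2 peptide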
CAL PDZ FP-1 – human CAL PDZ-peptide interaction inhibition; Q9HD26; purified CAL PDZ, TMR-peptide fluorescence polarization, 1 h; inhibition, % at 20 µM; 330,000 compounds, 0.02% hits; AID 504414;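 active = highest replicate inhibition of at least 40%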;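 also: plate controls were DMSO neutral control wells for no effect and unlabeled competitor peptide control wells for full effect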
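Test system: purified CerCALP PDZ construct; Compound dosing: one concentration, 20 µM compound; Also added: TMR-labelled reporter peptide T*-PRC34 bound in PDZ groove; Read-out: inhibition from polarization loss; Controls: unlabelled peptide and DMSO controls; Signal: FP readout, S and P plane fluorescence; Incubation: 1 h at RT.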
CAL PDZ FP-2 – blocks peptide binding to the human CAL PDZ domain | purified CAL PDZ, TMR-peptide fluorescence polarization, 1 h | inhibition, % at 24.9 µM | 300,000 compounds, 0.92% hits | AID 602252;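 active = mean inhibition of at least 30% with at least half of replicates also reaching 30%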;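 also: 0% = DMSO neutral control and 100% = excess unlabeled competitor peptide PRC23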
Cardiac RTF inh – cardiac RTF calcium desensitization; 340,000 compounds, 0.12% hits; P19429+P45379; IANBD-labeled cardiac RTF, Ca2+ fluorescence; inhibition, % at 7.15 µM;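 active = inhibition above the mean inhibition of all tested compounds plus 3 SD, cut at about 17% in these data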;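 also: assay run at fixed EC70 calcium of 1.6 mM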
LANA DNA inh – blocks KSHV LANA C-terminal domain binding to DNA. 340,000 compounds, 0.078% hits. inhibition, % at 9 µM. AID 504423. MBP-C-LANA/FAM-LBS DNA binding, fluorescence polarization;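 active = highest replicate inhibition at or above 60% at 9 µM, even if other replicates fall short; inactive = all replicates below 60% inhibition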;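 also: 0% = neutral control wells and 100% = 4 µM acridine orange control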
Active calls of the source: *; nt = no result given.

1	CN1C(=O)NC(c2ccccc2)C2=C1CN(CCc1ccccc1)C2=O (centres undefined)
2	COc1cc(NC(=O)c2ccccc2Cl)c2ncccc2c1
3	COc1ccccc1N1CCN(C(=O)c2ccc3ncsc3c2)CC1
4	Fc1ccc(CNCc2ccc(Br)cc2)cc1
5	O=C(CCN1C(=O)c2ccccc2C1=O)N1CCN(c2ccccn2)CC1
6	C#Cc1ccc([C@@H]2C=C(C(=O)N3CCN(Cc4ccc5c(c4)OCO5)CC3)O[C@H](OCCCCO)C2)cc1
7	COC(=O)c1sccc1NC(=O)C12CC3CC(CC(C3)C1)C2
8	Cc1ccc(C(=O)N2CCCC2)cc1Br
Screen / compound no.,1,2,3,4,5,6,7,8
RTF Ca sens act,1,-2,-3,17,5,2,9,-3
PKA-R2B act,7,-4,-1,-10,7,-5,-11,-10
SR-BI DiI-HDL act,7,-44,nt,7,26,0,33,-13
Rtt109 HAT inh,-5,-2,-3,12,-73,-23,-4,4
DAGLB inhibitor,-1,-6,-2,-1,1,3,2,0
Keap1 Nrf2 FP,-2,-1,3,-3,-1,-5,1,-9
CAL PDZ FP-1,-1.0,-2.0,-2.1,-0.5,-4.1,0.0,-0.7,-0.2
CAL PDZ FP-2,nt,-1,-1,-5,nt,1,-1,0
Cardiac RTF inh,-1,-6,1,6,0,-10,4,0
LANA DNA inh,-0.1,-0.8,2.2,-0.6,7.8,-1.4,-1.6,-1.0

9	O=C(CSc1nc2ncccc2[nH]1)Nc1ccc2c(c1)OCCO2
10	Cc1ccc(S(=O)(=O)N2CCOC2CNC(=O)C(=O)NCCCc2ccccc2)cc1 (centres undefined)
11	CCc1ccc(C(=O)Nc2cccc(-c3nn[nH]n3)c2)s1
12	CC(C)(C)C(=O)/C=C(N)/C=C/c1ccccc1
13	O=C(NCC(=O)N(CCN1CCOCC1)C(C(=O)NC1CCCC1)c1cccs1)c1ccco1 (centres undefined)
14	COCCCNc1nc2ccccc2[nH]c1=O
15	Cc1cc(NC(=O)c2cccs2)ccc1NC(=O)Cc1ccccc1
16	Cn1cnc(C(F)(F)F)c1-c1ccc([N+](=O)[O-])cc1
Screen / compound no.,9,10,11,12,13,14,15,16
RTF Ca sens act,1,-3,0,3,2,5,-2,1
PKA-R2B act,3,-14,0,-8,-3,3,11,2
SR-BI DiI-HDL act,6,-14,22,10,38,6,-22,1
Rtt109 HAT inh,-2,7,-11,25,1,-1,-5,0
DAGLB inhibitor,-2,-1,3,-5,-3,-1,3,2
Keap1 Nrf2 FP,-9,-5,0,0,4,-9,-1,-3
CAL PDZ FP-1,-2.5,-0.5,-2.7,-0.5,-2.1,-1.7,-1.2,-0.3
CAL PDZ FP-2,-2,-2,-6,0,-1,2,-7,-9
Cardiac RTF inh,-7,-5,-4,-6,-6,-17,-12,-1
LANA DNA inh,-0.3,-1.5,0.8,-0.1,2.3,-2.0,0.0,0.0

2 compounds picked at random from the list so far, as already listed:
11	CCc1ccc(C(=O)Nc2cccc(-c3nn[nH]n3)c2)s1
13	O=C(NCC(=O)N(CCN1CCOCC1)C(C(=O)NC1CCCC1)c1cccs1)c1ccco1 (centres undefined)
Screen / compound no.,11,13
RTF Ca sens act,0,2
PKA-R2B act,0,-3
SR-BI DiI-HDL act,22,38
Rtt109 HAT inh,-11,1
DAGLB inhibitor,3,-3
Keap1 Nrf2 FP,0,4
CAL PDZ FP-1,-2.7,-2.1
CAL PDZ FP-2,-6,-1
Cardiac RTF inh,-4,-6
LANA DNA inh,0.8,2.3

The list goes on.
17	COc1cc(NC(=O)COC(=O)c2nc3nc(C)cc(C)n3n2)cc(OC)c1
18	FCCCOc1ccc(-c2nccc(-c3ccc(Br)cc3)n2)cc1
19	Cc1nc2ccccc2cc1C(=O)NCc1ccc(F)cc1
20	CCCCCCC(NC(=O)Cc1ccc2ccccc2c1)C(=O)O (centres undefined)
21	Cc1cc(C)cc(-n2nnnc2SCC(=O)Nc2cccc(NC(=O)c3ccco3)c2)c1
22	COc1cc(/C=N/NC(=O)CCn2nc(C)cc2C)ccc1O
23	CN(CC(=O)Nc1ccc(F)c(F)c1)S(=O)(=O)c1cccs1
24	Nc1ccc(N=Nc2ccccc2)c2ccccc12
Screen / compound no.,17,18,19,20,21,22,23,24
RTF Ca sens act,-1,0,5,-2,7,2,-2,0
PKA-R2B act,-8,0,-4,-2,6,4,0,-1
SR-BI DiI-HDL act,1,15,23,16,-42,nt,nt,-6
Rtt109 HAT inh,11,-4,6,-1,-19,-9,-4,5
DAGLB inhibitor,2,-8,-3,2,-5,2,-1,3
Keap1 Nrf2 FP,-2,-6,-4,-1,0,4,-2,-2
CAL PDZ FP-1,nt,-0.1,-1.4,0.1,nt,-1.0,-2.4,-0.6
CAL PDZ FP-2,-1,-3,nt,-1,-4,-3,5,0
Cardiac RTF inh,-3,-4,-1,1,2,-11,-4,3
LANA DNA inh,0.5,0.5,1.5,-0.1,0.0,0.0,1.5,-0.7

25	Cc1ccc(S(=O)(=O)N2[C@@H](c3ccccc3)C(C(=O)O)=CC[C@H]2c2cccc(C)c2)cc1
26	COc1cccc(-c2nnc(SCc3cccnc3)o2)c1
27	O=c1c2ccccc2nc(SCc2ccc([N+](=O)[O-])cc2)n1-c1ccccc1
28	O=C(CSCc1cccc(Br)c1)N/N=C/c1ccc2c(c1)OCO2
29	Cc1ccccc1OCC(=O)Nc1ccc2c(c1)OCCO2
30	COC(=O)Cc1ccc(N(Cc2ccccc2F)S(=O)(=O)c2ccc(Br)cc2)cc1
31	O=C(NC1CCN(C(=O)Nc2cccc(Cl)c2)CC1)c1ccco1
32	N#C/C(=C\c1ccc(Cl)cc1)c1n[nH]c(Cn2cncn2)n1
Screen / compound no.,25,26,27,28,29,30,31,32
RTF Ca sens act,-4,-2,-1,-4,-1,4,-3,1
PKA-R2B act,-5,-15,3,-4,6,-12,0,-7
SR-BI DiI-HDL act,3,-6,-39,38,4,-37,-4,30
Rtt109 HAT inh,11,-11,-3,14,5,nt,-1,1
DAGLB inhibitor,1,-4,-6,-1,-11,-14,1,3
Keap1 Nrf2 FP,-1,0,0,5,0,4,-5,-6
CAL PDZ FP-1,-0.8,-0.9,nt,0.9,-1.0,-2.3,-0.1,-0.9
CAL PDZ FP-2,1,nt,3,-7,-3,0,58*,-1
Cardiac RTF inh,5,-2,-2,-7,5,1,0,-17
LANA DNA inh,-1.8,-1.1,0.7,-2.3,-1.4,-1.2,-1.0,-0.8

Rewritten field by field: part of the list above.
26. COc1cccc(-c2nnc(SCc3cccnc3)o2)c1
- RTF Ca sens act = -2
- PKA-R2B act = -15
- SR-BI DiI-HDL act = -6
- Rtt109 HAT inh = -11
- DAGLB inhibitor = -4
- Keap1 Nrf2 FP = 0
- CAL PDZ FP-1 = -0.9
- CAL PDZ FP-2 = nt
- Cardiac RTF inh = -2
- LANA DNA inh = -1.1

27. O=c1c2ccccc2nc(SCc2ccc([N+](=O)[O-])cc2)n1-c1ccccc1
- RTF Ca sens act = -1
- PKA-R2B act = 3
- SR-BI DiI-HDL act = -39
- Rtt109 HAT inh = -3
- DAGLB inhibitor = -6
- Keap1 Nrf2 FP = 0
- CAL PDZ FP-1 = nt
- CAL PDZ FP-2 = 3
- Cardiac RTF inh = -2
- LANA DNA inh = 0.7

Other entries:
33	CN(C)S(=O)(=O)c1cccc(NC(=O)COc2ccc3ccccc3c2)c1
34	CCN1C(=O)CS/C1=N\S(=O)(=O)c1ccc(C)cc1
35	CCc1ccc(Nc2n[n+](-c3ccccc3)c(-c3ccc(SC)cc3)s2)cc1
36	CN(C)CCNC(NC(=O)c1cccs1)C(Cl)(Cl)Cl (centres undefined)
37	Cc1ccc(-c2ccc(CO)o2)cc1N
38	COc1ccc(CCNC(=O)CCCn2nc(C)c([N+](=O)[O-])c2C)cc1OC
39	CCCN(CCC)C(=O)c1ccccc1C(=O)N(CCC)CCC
40	CCNC(=O)CC1C(=O)N(c2ccc(F)cc2)C(=O)N1CCc1sccc1C (centres undefined)
Screen / compound no.,33,34,35,36,37,38,39,40
RTF Ca sens act,-3,2,-1,-3,15,2,-3,6
PKA-R2B act,-12,2,0,-7,2,-5,8,5
SR-BI DiI-HDL act,-31,9,-36,-16,-9,nt,-4,12
Rtt109 HAT inh,8,-5,4,1,-10,0,6,-5
DAGLB inhibitor,-2,-1,1,-2,0,1,1,-1
Keap1 Nrf2 FP,1,0,-4,2,0,-1,-1,2
CAL PDZ FP-1,-2.0,1.9,0.1,0.0,0.0,2.5,-0.6,-1.1
CAL PDZ FP-2,-3,-2,1,-7,4,-6,0,1
Cardiac RTF inh,0,0,2,7,-13,-7,-3,-12
LANA DNA inh,-0.3,1.1,-3.8,0.4,-1.9,0.5,-0.1,0.1

41	CC1(c2ccccc2Cl)NC(=O)N(CC(=O)N2CCc3ccccc3C2)C1=O (centres undefined)
42	CN(Cc1ccccc1)c1nc(N)c([N+](=O)[O-])c(Nc2cccc(F)c2)n1
43	COc1ccc(/C=N/n2c(N)nc3ccccc32)cc1OC
44	CCSc1nnc(NC(=O)COc2ccccc2)s1
45	O=[N+]([O-])c1cn(Cc2ccccc2)cn1
46	CCOC(=O)N1CCN(C(=O)COc2cccc3c2CCN(Cc2ccc(F)cc2)C3=O)CC1
47	O=C(NCc1ccncc1)NC1CCCCC1
48	COc1cc(/C=N/NC(=O)C(N)=O)ccc1OCC(=O)N1C(C)CCCC1C (centres undefined)
49	COc1ccccc1CNC(=O)c1cnc2sccn2c1=O
Screen / compound no.,41,42,43,44,45,46,47,48,49
RTF Ca sens act,8,5,0,-2,-5,-2,1,2,-7
PKA-R2B act,2,-3,8,7,0,-13,-10,-11,-14
SR-BI DiI-HDL act,-16,-23,-3,-5,-8,13,30,-60,10
Rtt109 HAT inh,-5,15,1,3,4,7,3,0,-16
DAGLB inhibitor,-3,-4,2,-2,-1,3,2,-1,0
Keap1 Nrf2 FP,-4,1,-2,-2,-4,0,4,-4,-4
CAL PDZ FP-1,-1.5,-1.3,-0.4,-0.9,0.6,0.4,-0.5,-1.6,-0.8
CAL PDZ FP-2,1,-4,-4,0,-4,1,nt,2,nt
Cardiac RTF inh,-3,-2,-5,2,-16,-12,-2,-5,-1
LANA DNA inh,1.1,0.6,-0.1,3.3,0.0,-0.4,-1.0,-0.4,1.2
